# Screening results deposited in PubChem by Columbia University Molecular Screening Center.
# mHtt clearance – clearance of mutant huntingtin inclusions, primary screen, imaging, HeLa Exon1htt(103Q)mCFP, confocal imaging; aggregate imaging; zero = plate's median compound well; inhibition, % at 1.5 µM; 47,000 compounds, 0.42% hits;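 active = inhibition of aggregate fluorescence above about 70%, also judged a hit by eye on the cell image, limit read from the data, passing the limit was not always enough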;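 note: cells exposed to compound for three days before fixation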
# mHtt clearance grain fraction – further read-out of mHtt clearance, marked with its call; fraction fluorescence in grains; measured here: aggregate grain fluorescence fraction; stronger effect = lower value;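 scaled fraction of total cell fluorescence in grains with unit not stated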
# Numbers without * were called inactive. This is a subset; count on the stated rates, not on these rows.
mHtt clearance,mHtt clearance grain fraction,Molecule
17,33,COc1ccc2nc(C)cc(SCC(=O)O)c2c1
40,20,O=c1oc2cc(Oc3ccc(C(F)(F)F)cc3[N+](=O)[O-])ccc2c2c1CCCC2
11,34,O=C(Nc1ccc2c(c1)OCCO2)C1CCCN(S(=O)(=O)Cc2ccccc2)C1 (centres undefined)
-19,40,CCCOC(=O)CSC1=C(C#N)C(c2ccc3c(c2)OCO3)CC(=O)N1 (centres undefined)
-360,188,Cc1c(S(=O)(=O)N2CCN(C(c3ccccc3)c3ccccc3)CC2)c(=O)n(C)c(=O)n1C
13,18,CCn1c(SCC(=O)Nc2cc(C)on2)nnc1-c1cccnc1
16,33,CCC(c1nnnn1Cc1ccccc1)N1CCN(C(=O)c2ccco2)CC1 (centres undefined)
-10,32,Cc1ccc2c3c(c(SCC(=O)Nc4nccs4)nc2c1)CCCC3
-8,21,Cc1noc(C)c1S(=O)(=O)Nc1ccc(C(=O)N2CCN(c3cccc(Cl)c3)CC2)cc1
-30,26,Cc1ccc(NC(=O)CSc2ncn(-c3ccccc3)n2)cc1C
-13,21,CS(=O)(=O)N(CC(=O)NCc1ccccc1)C1CCCCC1
-12,45,COc1cc2c(cc1OC)CN(C(=O)c1cccs1)CC2
-117,38,CCCNC(=S)NCCN1CCCCC1
-12,42,CCC(=O)N/C(=N\OCc1ccc(F)cc1)c1nonc1NC(=O)CC
-22,25,CCc1c(C)sc(NC(=O)CC#N)c1C#N
41,10,CCn1c(SCC(=O)NC2CCCCC2)nnc1-c1cccs1
38,10,Cc1cc(C)n(-c2nc3c(c(=O)[nH]c(=O)n3C)n2CC(O)c2ccccc2)n1 (centres undefined)
-76,31,O=S(=O)(c1ccccc1)N1CCN(Cc2ccccc2C(F)(F)F)CC1
-15,60,O=C(C1CCC(CNS(=O)(=O)c2cccc3cccnc23)CC1)N1CCc2ccccc21 (centres undefined)
-39,51,CCS(=O)(=O)N1CCC(C(=O)NCCN2CCN(Cc3ccccc3)CC2)CC1
21,15,Cc1ccc(NC(=O)c2cc(-n3cnnc3)ccc2Cl)cc1
-15,57,CC1Cc2ccccc2N1C(=O)Cn1c(=O)oc2cc(S(=O)(=O)N3CCCCC3)ccc21 (centres undefined)
-3,35,Cc1cccc(-n2nnc(C(=O)N3CCc4ccccc4C3)c2N)c1
44,22,O=C(c1ccc2c(c1)OCO2)N1CCCC1

# Six entries picked at random from those above, as already listed:
mHtt clearance,mHtt clearance grain fraction,Molecule
-117,38,CCCNC(=S)NCCN1CCCCC1
21,15,Cc1ccc(NC(=O)c2cc(-n3cnnc3)ccc2Cl)cc1
-39,51,CCS(=O)(=O)N1CCC(C(=O)NCCN2CCN(Cc3ccccc3)CC2)CC1
38,10,Cc1cc(C)n(-c2nc3c(c(=O)[nH]c(=O)n3C)n2CC(O)c2ccccc2)n1 (centres undefined)
-12,42,CCC(=O)N/C(=N\OCc1ccc(F)cc1)c1nonc1NC(=O)CC
44,22,O=C(c1ccc2c(c1)OCO2)N1CCCC1

# (continued)
mHtt clearance,mHtt clearance grain fraction,Molecule
-16,45,O=C(O)CCc1nc(-c2ccc(Cl)cc2)no1
-23,26,COc1cccc(NS(=O)(=O)c2ccc3[nH]cc(C(=O)NCCN4CCOCC4)c(=O)c3c2)c1
17,25,CCN1CCN(C(=S)c2ccc(Cl)c(Cl)c2)CC1
27,14,c1ccc(-c2csc3nnc(SCc4ccc5c(c4)OCCO5)n23)cc1
7,20,O=C(CN1C(=O)c2ccccc2C1=O)NN1C(=O)c2ccccc2C1=O
38,29,Cc1ccc(CNC(=O)C2CCN(S(=O)(=O)c3cccs3)CC2)o1
41,9.8,CC(=O)N1CCc2cc(S(=O)(=O)NC(CC(C)C)C(=O)N3CCn4c3nc3ccccc34)ccc21 (centres undefined)
-11,24,COc1cc(C)c(S(=O)(=O)Nc2ccc(CC(=O)O)cc2)cc1C
3,36,COc1ccc(-c2c3c(=O)n(C)c(=O)n(C)c3cn2Cc2cccnc2)cc1
86*,3*,O=C(O)CC(c1ccccc1)c1ccccc1
-6,18,Cc1ccc(OCC(=O)Nc2ccc(-c3nc4ncccc4o3)cc2)cc1
9,39,CCS(=O)(=O)N1CCCC(C(=O)NCc2ccc3c(c2)OCO3)C1 (centres undefined)
-31,49,COc1ccc2oc(C)c(C(N)=O)c2c1
-28,44,OCCCCNc1cccc2ccccc12
-11,32,CCOC(=O)Cn1c(=O)c2c(nc3n2CCCCN3c2ccc(C)cc2)n(C)c1=O
-31,23,NNC(=O)Cn1c(SCc2ccccc2)nc2ccccc21
-3,31,O=c1[nH][nH]c(-c2ccccc2)c1C=Nc1ccccc1
-18,39,CCn1c(C(=O)N2CCC(Cc3ccccc3)CC2)cc2sccc21
-25,56,O=C(Nc1ccc(F)cc1)N1CCC(c2nc3c(nnn3Cc3cccc(Cl)c3)c(=O)[nH]2)CC1
4,18,Cc1nc2c(C(=O)NCCc3ccccc3)c[nH]n2c(=O)c1Cl
-74,52,CC(=O)NS(=O)(=O)c1ccc(NS(=O)(=O)c2ccc(F)cc2)cc1
3,36,COc1ccc(NC(=O)C(c2ccc(OC)cc2)N(C)C(=O)CNC(C)=O)cc1 (centres undefined)
69,5.9,CCOC(=O)CSc1nnc(CNC(=O)c2cccs2)n1-c1cccc(C)c1
-16,36,O=C(NCCNS(=O)(=O)c1ccc(Cl)cc1)c1cc(OCC(F)(F)F)ccc1OCC(F)(F)F
10,15,O=C(O)Cn1cc2c(n1)CCCC2
-19,21,Cc1ccc(OC(=S)Nc2ccc(O)cc2)cc1
42,12,O=C1c2ccccc2C(=O)N1CSc1nnnn1-c1ccccc1
-67,30,N#CCSc1ncccc1-c1nc2ccccc2[nH]1
6,16,Cc1ccc(Br)cc1S(=O)(=O)N1CCN(c2ccccc2)CC1
-77,67,COc1ccc(OC)c(N(CC(=O)N2CCC(C)CC2)S(=O)(=O)c2ccccc2)c1
17,26,Cc1cccc(-n2nnnc2SCn2nnc3ccccc3c2=O)c1
-211,111,COC(=O)CC1C(=O)NCCN1C(=O)Nc1ccc(Cl)cc1 (centres undefined)
-16,45,O=C(CCCCn1c(=O)c2ccccc2n(CC(=O)NC2CCCC2)c1=O)NCc1ccco1
10,33,CNc1oc(-c2cccs2)nc1C#N
18,27,Cc1ccc(-c2csc3n[nH]c(=S)n23)cc1
-28,25,CCCOc1ccc(C2(C(=O)O)CCCC2)cc1

# Entries of single compounds, looked up by structure.
# `Cc1ccc(Br)cc1S(=O)(=O)N1CCN(c2ccccc2)CC1` is listed as mHtt clearance = 6; mHtt clearance grain fraction = 16
# `COc1ccc(OC)c(N(CC(=O)N2CCC(C)CC2)S(=O)(=O)c2ccccc2)c1` is listed as mHtt clearance = -77; mHtt clearance grain fraction = 67
# `Cc1ccc(OC(=S)Nc2ccc(O)cc2)cc1` is listed as mHtt clearance = -19; mHtt clearance grain fraction = 21

# Other compounds follow.
mHtt clearance,mHtt clearance grain fraction,Molecule
-25,48,COC(=O)C(C)Oc1ccc(=O)[nH]n1 (centres undefined)
22,16,CS(=O)(=O)Nc1ccc(S(=O)(=O)N2CCOCC2)cc1
-3,41,Cc1ccc(CNC(=O)CCn2nc(-c3ccc(Cl)cc3)ccc2=O)cc1
-23,45,Cc1cn2c(-c3ccncc3)nnc2s1
50,9.3,CCOc1ccc(C(N)=O)cc1OC
-54,77,c1cncc(-c2nc3ccccn3c2Nc2ccc3c(c2)OCCO3)c1
8,16,Cc1ccc(NC(=O)N2CCC(c3nc4c(nnn4Cc4c(F)cccc4Cl)c(=O)[nH]3)CC2)cc1
44,19,COc1ccccc1Nc1ncc(-c2cccs2)s1
39,12,Cc1nn(-c2ccc(F)cc2)c2sc(C(=O)OCC(=O)N3CCC(C)CC3)cc12
9,30,COc1ccccc1NC(=O)c1c(NC(=O)c2ccco2)sc2c1CCC2
-1,22,COC(=O)c1[nH]c2ccccc2c1NC(=O)Oc1ccccc1
24,13,CCn1c(-c2ccc(F)cc2)n[nH]c1=S
10,27,CCOC(=O)c1[nH]c2ccc(OC)cc2c1NC(=O)OC
-13,53,COc1cccc2c(=O)n(CC(=O)N3CCC(C)CC3)ccc12
24,27,C(=N\Nc1nc(N2CCOCC2)nc(N2CCOCC2)n1)/c1cccnc1
27,25,O=C(C1CCCN(S(=O)(=O)c2cccc3nsnc23)C1)N1CCN(c2ccccn2)CC1 (centres undefined)
-49,28,COCc1cc(C)nc2sc(C(=O)OC)c(N)c12
0,40,CCOC(=O)c1[nH]nc(-c2cc(CC)c(O)cc2O)c1-c1cscn1
12,20,CCOC(=O)CC1C(C(=O)OCC)ON2OC(C(=O)OC)C(C(=O)OCC)C12 (centres undefined)
8,31,CCOC(=O)C(Cc1c[nH]c2ccccc12)NC(=O)CNC(C)=O (centres undefined)
-5,20,COc1cccc(NS(=O)(=O)c2cc(C)ccc2OC)c1
31,26,COC(=O)c1nn(-c2ccccc2)c(-c2ccccc2)c1C(=O)c1ccccc1
14,17,COc1cccc(NC(=O)C(C)Oc2ccccc2)c1 (centres undefined)
-10,44,Cc1c(C(=O)N(C)Cc2ccccc2)oc2ccc(S(=O)(=O)N3CCCC3)cc12
14,16,Cc1csc2nc(CNS(=O)(=O)c3cccnc3)cn12
-14,22,CC1(C)CC(=O)C(C=NCC2CCNCC2)=C(O)C1
-45,28,C#CCNc1nc(C)nc2c1nnn2Cc1ccccc1F
-59,30,COC(=O)c1sccc1NC(=O)C1C2C=CC(O2)C1C(=O)O (centres undefined)
-42,29,Cc1ccc(NC(=O)CSCC(=O)N2CCOCC2)cc1
-22,23,CCOC(=O)c1sc(NC(=O)c2cc(S(=O)(=O)N3CCOCC3)ccc2C)nc1C
-75,74,O=C(COc1ncnc2scc(-c3ccc(Cl)cc3)c12)NCc1ccco1
-70,54,Cc1nc2ncnn2c(C)c1CCC(=O)N1CCCCC1
2,20,Cn1c(-c2ccccc2)cnc1SCc1nc2ccccc2c(=O)[nH]1
0,16,O=C1CCCN1Cc1ncnn1-c1ccccc1
24,14,COc1cccc(N(C(=O)Cn2nnc(-c3ccc(C)o3)n2)C(C(=O)NC(C)(C)C)c2cccs2)c1 (centres undefined)
37,12,O=C(Nc1cc(C(F)(F)F)ccc1F)C1CCC1
59,13,COc1ccc(C(=O)NCc2nc3ccccc3[nH]2)cc1OC
18,38,O=C1c2oc3ccccc3c(=O)c2C(c2cccc(O)c2)N1CCCN1CCOCC1 (centres undefined)
9,39,CCCCc1nnc(SCc2ccc(OCC)cc2)n1N
-95,60,COc1ccc(-c2nnc(SCC(=O)N(Cc3ccccc3)C(C)(C)C)o2)cc1OC
52,9.8,NC(=O)c1sc2nc3c(c(-c4ccco4)c2c1N)CCC3
-47,30,O=c1c(-c2ccnn2-c2ccc(F)cc2)cnc2n1CCS2
7,33,CC1(C)Cc2c(sc(/N=C/N3CCOCC3)c2C#N)C(C)(C)N1
4,46,CCN1CCN(CC(=O)Nc2ccc(Cl)c(Cl)c2)C(=O)C1=O
-7,19,N#C/C(=C/c1ccc(Br)o1)C(N)=O
-11,22,CSc1nnc(COc2ccc(C)cc2)n1N
-32,59,COc1ccc(NC(=O)Nc2cccc3cccnc23)cc1
3,22,O=C(OCC(=O)N1CCc2ccccc21)c1ccc[n+]([O-])c1
-9,37,COc1cccc(CNn2cnnc2)c1OCc1ccccc1F
-27,23,CCn1ncc(CNC(=O)CCCSc2nc(-c3ccco3)cc(C(F)(F)F)n2)c1C
21,25,COc1ccc(C(=O)c2oc3nc(C)cc(C)c3c2N)cc1
26,23,Cc1ccc(S(=O)(=O)Nc2ccccc2CNc2c(C)n(C)n(-c3ccccc3)c2=O)cc1
36,24,COc1ccc(C(=O)CSc2nnc(-c3cccnc3)n2Cc2ccco2)cc1
8,20,Cc1cc(NC(=O)Nc2cccs2)no1
-38,28,CCOc1ccc(N2CC(C(=O)OC)CC2=O)cc1 (centres undefined)
-2,39,CCn1c(-c2ccc(-c3ccccc3)cc2)c[nH]c1=S
32,25,COc1ccc(-c2noc(CN3CCCCC3)n2)cc1OC
-24,21,CC(C(=O)NC1CCCCCC1)N(c1ccccc1)S(C)(=O)=O (centres undefined)
-48,56,CC(C)CC1NC(=O)N(CC(=O)N2CCN(S(=O)(=O)c3ccccc3)CC2)C1=O (centres undefined)
44,12,Cc1ccc(OCC(=O)Nc2ccc(O)c(-c3nc4ccccc4o3)c2)cc1

# (continued)
mHtt clearance,mHtt clearance grain fraction,Molecule
7,36,CCCc1[nH]nc2c1C(c1cccnc1)C(C#N)=C(N)O2 (centres undefined)
-57,30,O=C(O)CCC(=O)Nc1ccc(N2CCCCCC2)cc1
56,15,COCCn1c(SCC(=O)Nc2nnc(C)s2)nnc1-c1cc2ccccc2cc1O
18,16,COC(=O)c1ccccc1NC(=O)C1CCN(S(=O)(=O)c2cc(C)ccc2OC)CC1
-19,21,CCCn1c(SCc2nc(-c3cccs3)no2)nnc1-c1ccncc1
23,29,Cc1nn2cc(-c3ccccc3)nc2[nH]c1=O
-63,34,Cc1cc(C)n(-c2nc3ccccc3n3cnnc23)n1
2,19,Cc1cc(-c2ccccc2)nc(N(C)NC(=O)c2c(F)cccc2F)c1S(C)(=O)=O
-50,26,O=S(=O)(c1ccc(Br)s1)N1CCCCC1
30,13,Cc1cc2cc(C)c3nnc(SCC(=O)N4CCN(C(=O)c5ccco5)CC4)n3c2cc1C
-30,23,COC(=O)Nc1ncc(CN2CCc3ccccc3C2)s1
-17,24,CCn1c2ccccc2c2nnc(SCC(=O)NC(CC(C)C)C(=O)OC)nc21 (centres undefined)
11,17,O=C1c2ccccc2NC(c2cccc(F)c2)N1Cc1ccco1 (centres undefined)
65,6.9,CC/C(=N/Nc1ccccc1Cl)c1cnnc(-c2ccccc2)n1
51,22,O=C(Cc1ccccc1)N1CCCC(c2nc(-c3cccs3)no2)C1 (centres undefined)
28,27,Cc1nn(C)c(C)c1N=Cc1c(O)ccc2ccccc12
